Source: PubChem (several laboratories)
TRPC4 inh – TRPC4 (mouse) channel inhibition; Q9QUQ5; HEK293 TRPC4beta/mu-opioid, DAMGO-evoked Fluo4 calcium flux; active compounds read low; B-score at 10 µM; 0.39% of 300,000 active; AID 2247;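 active = B-score over 3 SD under the library average, no early fluorescence shift, positive overall ratio signal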
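Assay system: Stable TRPC4beta/mu-opioid receptor HEK293 cells | Reagent: DAMGO in two steps, submaximal then maximal | Compound dosing: Single concentration per test compound | Signal: Fluo4 Ca2+ flux fluorescence | Evaluation: Per-well B score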
TRPC6 inhibitor – mouse TRPC6 channel inhibition; HEK293-TRPC6, membrane potential dye, ACh-evoked depolarization; active compounds read low; Q61143; 1.1% of 310,000 active; B-score at 10 µM;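 active = B-score under library mean minus 3 SD, initial fluorescence not abnormally high, positive integrated signal ratio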;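 also: B-score derived from integrated fluorescence ratio over the kinetic read; more negative B-score means stronger inhibition of depolarization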
MrgX1 antagonist – antagonists of human MrgX1 receptor; MRGX1-HEK293 calcium flux, Fluo-4, BAM8-22 antagonism; active compounds read low; B-score at 10 µM; 1.3% of 310,000 active; AID 588676;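 active = calcium-response B-score plate-corrected more than 3 library SD below zero, starting fluorescence within 5 deviations, no agonist response on first addition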;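 also: peak minus trough fluorescence over baseline after final BAM8-22 challenge near maximal dose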
Target sequence (Q96LB2 whole entry, looked up): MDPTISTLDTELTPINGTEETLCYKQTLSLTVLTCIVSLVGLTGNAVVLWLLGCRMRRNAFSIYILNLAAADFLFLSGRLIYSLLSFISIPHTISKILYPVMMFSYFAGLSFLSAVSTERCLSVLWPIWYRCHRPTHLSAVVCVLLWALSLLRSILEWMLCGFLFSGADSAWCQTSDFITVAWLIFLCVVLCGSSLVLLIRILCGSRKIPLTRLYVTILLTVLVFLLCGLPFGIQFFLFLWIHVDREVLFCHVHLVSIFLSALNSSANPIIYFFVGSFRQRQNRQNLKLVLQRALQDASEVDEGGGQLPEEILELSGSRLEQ
RGS4 act – RGS4 potentiation or activation | HEK293 M3R/inducible RGS4, carbachol calcium flux Fluo4; active compounds read low | B-score at 10 µM | 0.92% of 310,000 active | AID 463111;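 active = B-score of the integrated calcium signal more than 4 SD below the library mean, with starting fluorescence not abnormally high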;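 also: negative B-score means reduced calcium response which marks RGS4 activation or potentiation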
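Detection: kinetic calcium fluorescence imaging with Fluo4-AM dye, 2 µM / Material: HEK293 cells with stable M3R and inducible RGS4 / Schedule: recording 10 s baseline at 1 Hz, 100 s post-agonist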
HIF act – HIF pathway transcriptional activation | U2OS HRE-luciferase reporter, luminescence; normalized: DMSO 0%, desferrioxamine 100% | activation, % at 7.5 µM (by protocol) | 0.32% of 300,000 active | AID 1910;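 active = mean activation of at least 10% of the iron chelator positive control signal, with at least half of replicates also reaching 10%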
MrgX1 allo act – allosterically activates human MrgX1 receptor signaling; AID 588675; MrgX1-HEK293, Fluo-4 calcium flux, FDSS; active compounds read high; B-score at 10 µM; 0.63% of 310,000 active;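 active = plate-corrected calcium response at least 3 library SD above typical, normal starting fluorescence, not activating the receptor alone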;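 also: compound read alongside a low EC10 to EC30 dose of BAM8-22 agonist; peak minus trough fluorescence over baseline measured at the second addition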
MrgX1 ag – agonists of human MrgX1 receptor. MrgX1-HEK293 cells, Fluo-4 calcium fluorescence, agonist mode; active compounds read high. B-score at 10 µM. 0.44% of 310,000 active. AID 588627;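 active = calcium response B-score plate-corrected fluorescence ratio at least 3 library SD, with starting fluorescence B-score inside 5 SD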
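Test system: HEK293 cells stably expressing human MrgX1 receptor; Input: fifteen thousand cells per well; Dosing: compound delivered in addition one of three; Schedule: overnight seeding, then 1 h dark dye loading; Technique: Fluo-4 NW calcium fluorescence; Measure: B-scored fluorescence response ratio; Controls: positive and negative controls per plate.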
TRPC6 activator – mouse TRPC6 channel activation | HEK293-TRPC6 membrane potential dye fluorescence; active compounds read high | B-score at 10 µM | 0.13% of 310,000 active | AID 2550;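 active = B-score of the integrated fluorescence ratio above library mean plus 3 SD, and starting fluorescence ratio within library mean plus 5 SD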;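 also: higher score means more depolarization so channel activation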
RGS4 inh – human RGS4 inhibition. B-score at 10 µM. 0.45% of 310,000 active. HEK293 M3R/RGS4 inducible, Fluo-4 calcium flux; active compounds read high; triggered by carbachol at its EC20. P49798;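 active = B-score, a plate-corrected calcium signal, over three deviations above library mean, with baseline fluorescence within five deviations of library mean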;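 also: RGS4 expression induced by doxycycline in cells with stable M3 receptor; B-score is computed from the integrated fluorescence ratio over baseline after carbachol; higher B-score means a larger calcium signal and so more RGS4 inhibition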
Target sequence (P49798 whole entry, looked up): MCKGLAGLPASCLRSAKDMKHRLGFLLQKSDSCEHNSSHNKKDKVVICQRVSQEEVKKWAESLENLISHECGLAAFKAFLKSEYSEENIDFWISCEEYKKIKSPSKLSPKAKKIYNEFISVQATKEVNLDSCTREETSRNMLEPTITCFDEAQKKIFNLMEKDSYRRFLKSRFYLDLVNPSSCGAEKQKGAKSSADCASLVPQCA
SKKanGAS inh – SKKanGAS growth inhibition; 1.3% of 300,000 active; S. pyogenes SKKanGAS, kanamycin growth, BacTiter-Glo, 6 h; inhibition, % at 7.5 µM;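 active = mean replicate score, as percent of positive control median, at least 50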;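 also: strain carries kanamycin resistance gene driven by streptokinase promoter and grows in 40 µg/ml kanamycin; loss of luminescence reflects streptokinase promoter inhibition or plain growth inhibition; 0% = median of DMSO wells and 100% = positive control at its reference dose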
Platelet DG rel – modulates dense granule release in human platelets; 0.22% of 300,000 active; inhibition, %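 (compounds screened at 7.5 µM in platelet-rich plasma)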; human platelet-rich plasma, SFLLRN dense granule ATP release, luminescence;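 active = mean replicate score, as percent of positive control, at or above 50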
* hit, by the source's call; i = inactive; nt = not tested or not shown. The order is random. Share with any hit: about 6.1%.

SMILES | TRPC4 inh | TRPC6 inhibitor | MrgX1 antagonist | RGS4 act | HIF act | MrgX1 allo act | MrgX1 ag | TRPC6 activator | RGS4 inh | SKKanGAS inh | Platelet DG rel
C=CCn1c(-c2sccc2C)n[nH]c1=S | i | i | i | i | -0.2 | i | i | i | i | -9.8 | -4.5
CCN(CC)c1ccc(C(=O)NNC(=O)CCc2nc3ccccc3c(=O)[nH]2)cc1 | i | i | i | i | -0.1 | i | i | i | i | 15.2 | -3.3
O=c1c2ccccc2[nH]c(=S)n1CCN1CCc2ccccc2C1 | i | i | i | i | 0.4 | i | i | i | i | -0.8 | -2.9
CC1=CC(C)(C)N(C(=O)CSc2nnc(N)s2)c2ccccc21 | i | i | i | i | -0.2 | i | i | i | i | 4.7 | -1.6
COc1cccc2c1Oc1ncccc1N(C(=O)CCC(=O)NCc1ccccc1Cl)C2 | i | i | i | i | 0.3 | i | i | i | i | -0.6 | 9.7
COc1ccc(CN(C)C(=O)CNC(=O)CNC(=O)c2ccc(Cl)cc2Cl)cc1F | i | i | i | i | -18.1 | i | i | i | i | -4.8 | -3.5
O=C(Nc1ccc(C(=O)Oc2ccccc2)c(O)c1)c1ccccc1 | i | i | i | i | 0.4 | i | i | i | i | 14.6 | 17.7
O=C(Cn1cnc([N+](=O)[O-])c1)NC1CCCC1 | i | i | i | i | 0.0 | i | i | i | i | -0.8 | -3.0
CC(C)C(=O)Nc1ccc(C(=O)Nc2ccc(Br)cc2F)cc1 | i | i | i | i | 2.1 | i | i | i | i | 5.5 | -2.5
O=C(O)c1cccc(-c2ccc(/C=N/n3cnc4sc5c(c4c3=O)CCCC5)o2)c1 | i | i | i | i | 0.2 | i | i | i | i | 7.6 | -5.6
O=C(CNC(=O)c1ccc(Br)cc1)c1ccccc1 | i | i | i | i | 0.2 | i | i | i | i | -13.7 | 13.9
COc1ccc(S(=O)(=O)N2CCCC(C(=O)Nc3ccc4c(c3)OCCO4)C2)cc1 (configuration not stated) | i | i | i | i | -0.3 | i | i | i | i | 5.5 | 1.5
O=C(CN1CCOCC1)Nc1ccc(Cl)cn1 | i | i | i | i | -0.2 | i | i | i | i | -7.1 | -2.3
O=C(Cn1cc(C(F)(F)F)ccc1=O)N1CCN(S(=O)(=O)c2ccccc2)CC1 | i | i | i | i | -0.5 | i | i | i | i | -5.8 | -3.0
CC1(C)CC(NC(=O)COc2ccc(Br)cc2Cl)CC(C)(C)N1 | i | i | i | i | -0.3 | i | i | i | i | 0.1 | 12.0
CN1CCN(C(=O)CCC(=O)c2ccc(F)cc2)CC1 | i | i | i | i | 0.4 | i | i | i | i | -1.2 | 6.1
COc1cc(OC)cc(C(=O)Nc2ccc3c(c2)CCCN3C(=O)c2cccs2)c1 | i | i | i | i | 0.3 | i | i | i | i | -10.8 | 4.0
Cc1cc(C)c(C#N)c(SCC(=O)Nc2nonc2N)n1 | i | i | i | i | 1.8 | i | i | i | i | -5.7 | 20.1
CC1=CCC2C(=O)N(c3ccc(N4CCOCC4)cc3)C(=O)C2C1 (configuration not stated) | i | i | i | i | -1.7 | i | i | i | i | -8.1 | 8.4
Cc1nnc(SCc2nc3ccccc3s2)n1N | i | i | i | i | 4.8 | i | i | i | i | 1.2 | 0.9
CC1CC(NC(=O)c2ncn[nH]2)CC(C)(C)C1 (configuration not stated) | i | i | i | i | -0.3 | i | i | i | i | 2.3 | -1.3
COC(=O)Cn1c(=O)c2c(nc(Br)n2Cc2ccccc2Cl)n(C)c1=O | i | i | i | i | -0.2 | i | i | i | i | 0.3 | 0.1
O=C(CCOc1ccccc1)Nc1ccc([N+](=O)[O-])cc1 | i | i | i | i | 0.4 | i | i | i | i | -7.2 | 3.2
Cc1ccccc1S(=O)Cc1ccc(C(=O)NCCCN2CCCCC2)o1 (configuration not stated) | i | i | i | i | -0.6 | i | i | i | i | 5.4 | 1.3
COc1ccc(NC(=O)c2ccc(-n3cnnn3)cc2)c([N+](=O)[O-])c1 | i | i | i | i | 0.0 | i | i | i | i | -2.6 | -1.7
CC(C)NS(=O)(=O)c1ccc(OCC(=O)NCC2CCCO2)c(Cl)c1 (configuration not stated) | i | i | i | i | -0.2 | i | i | i | i | -2.1 | 10.1
Cc1ccc(N(CC(O)Cn2nc(C)cc2C)S(=O)(=O)c2ccc3ccccc3c2)cc1 (configuration not stated) | i | i | i | i | -0.5 | i | i | i | i | 0.6 | -2.4
COc1ccccc1CNC(=O)C1CCN(c2nc3ccccc3o2)CC1 | i | i | i | i | 0.0 | i | i | i | i | -5.1 | -6.6
COc1cccc(NC(=O)N2CCN(c3nnnn3-c3ccccc3)CC2)c1 | i | i | i | i | 0.6 | i | i | i | i | 4.3 | -1.0
Cc1cccc(CNc2ccc(C(CC(N)=O)NC(=O)Cc3cccc4ccccc34)cc2[N+](=O)[O-])c1 (configuration not stated) | nt | i | i | i | -0.7 | i | i | i | i | 9.5 | 8.4
Cc1ccc(CNC(=O)COC(=O)c2ccc(Cl)c(N)c2)cc1 | i | i | i | i | -0.2 | i | i | i | i | -11.3 | -9.7
O=c1c2ccccc2c(-c2ccccc2)nn1Cc1ccccc1 | i | i | i | i | 0.4 | i | i | i | i | 1.1 | 28.5
CSCCC(NS(=O)(=O)c1ccc(C)cc1)C(=O)Nc1ccc(C)cn1 (configuration not stated) | i | i | i | i | -22.0 | i | i | i | i | -1.3 | -6.0
CCOc1ccc(S(=O)(=O)NCc2ccco2)cc1 | i | i | i | i | 0.2 | i | i | i | i | 9.6 | -2.8
O=C(O)CCCN1C(=O)C2C3C=CC(C2C1=O)C1C(=O)N(CCCC(=O)O)C(=O)C31 (configuration not stated) | i | i | i | i | -0.4 | i | i | i | i | -3.8 | -1.0
CCN(CC)C(=O)CSc1nc2cc3c(cc2c(=O)n1CCCC(=O)NCc1ccc(OC)cc1)OCO3 | i | i | i | i | 0.2 | i | i | i | i | 7.3 | 18.2
COC(=O)c1c(C)noc1-c1snnc1C | i | i | i | i | 0.5 | i | i | i | i | -5.8 | 2.6
Cc1sc(NC(=O)c2ccccc2)c(C#N)c1-c1ccccc1 | i | i | i | i | 3.2 | i | i | i | i | -12.5 | 0.7
COc1ccc(N(CC(=O)NC(C)c2ccccc2)S(=O)(=O)c2ccc(C)cc2)cc1 (configuration not stated) | i | i | i | i | 0.3 | i | i | i | i | -0.7 | -1.5
O=C(C(c1ccccc1)c1ccccc1)N1CCC(c2nc(-c3ccccc3Cl)no2)CC1 | i | i | i | i | -0.3 | i | i | i | i | 12.3 | -16.2
COc1ccc(/C=c2/sc3n(c2=O)C(c2ccccc2OC)C2=C(N=3)c3ccccc3CC2)cc1O (configuration not stated) | i | i | i | i | 0.5 | i | i | i | i | 7.0 | -5.0
O=C(NC12CC3CC(CC(C3)C1)C2)c1ccc(N2CCNCC2)c([N+](=O)[O-])c1 | i | i | i | i | -0.3 | i | i | i | i | 8.3 | 2.4
CCCc1ccc2oc(C(=O)N3CCN(c4cnccn4)CC3)c(C)c2c1 | i | i | i | i | 1.1 | i | i | i | i | 3.3 | 7.6
O=C(Nc1ccc(S(=O)(=O)NCc2ccco2)cc1)c1cccc(F)c1 | i | i | i | i | 0.3 | i | i | i | i | 0.0 | -8.0
COc1ccc(/C=C(\C#N)C(=O)OCC(=O)Nc2c(C)cccc2C)cc1 | i | i | i | i | -0.3 | i | i | i | i | 2.0 | -0.7
O=C(NCc1ccc(F)cc1)C1CCCN(C(=O)Nc2ccccc2)C1 (configuration not stated) | i | i | i | i | 0.1 | i | i | i | i | nt | -8.4
COc1cccc(C2c3c(C)nn(-c4ccc([N+](=O)[O-])cc4)c3N=C3C(=O)Nc4ccccc4N32)c1 (configuration not stated) | i | -5.71* | i | i | -1.4 | i | i | i | i | 11.6 | 1.8
O=[N+]([O-])c1ccc2nc(N3CCCC3)sc2c1 | i | i | i | i | -8.1 | i | i | i | i | 2.6 | 0.6
Cc1cc2cc3c(cc2nc1SCC(=O)OC(C)C)OCO3 | i | i | nt | i | -1.9 | nt | nt | i | i | -2.9 | -3.3
CNC(=O)c1c(NC(NC(=O)c2ccco2)C(=O)c2ccc(Cl)cc2)sc2c1CCCC2 (configuration not stated) | i | i | i | i | -0.6 | i | i | i | i | 12.1 | -4.2
CN(C)c1ccc(/C=N/NC(=O)c2nnn(-c3nonc3N)c2CN(C)c2ccccc2)cc1 | i | i | i | i | 0.1 | i | i | i | i | 12.9 | -2.9
O=C(CCC1CCCC1)N=C1SC2CS(=O)(=O)CC2N1c1ccccc1F (configuration not stated) | i | i | i | i | 0.1 | i | i | i | i | -2.6 | -7.7
COc1cccc(NC(=O)c2ccccc2N(Cc2ccccc2)S(C)(=O)=O)c1 | i | i | i | i | -0.1 | i | i | i | i | -4.5 | 0.3
COc1cc2c(cc1OC)C(c1ccccc1)N(C(=O)c1ccco1)CC2 (configuration not stated) | i | i | i | i | -0.1 | i | i | i | i | -5.8 | 2.4
CCOC(=O)C1CCN(c2cc(=O)n(-c3ccc(OC)cc3)c(=O)[nH]2)CC1 | i | i | i | i | -0.5 | i | i | i | i | -5.9 | 16.4
CC1Cn2c(nc3c2c(=O)[nH]c(=O)n3C)O1 (configuration not stated) | i | i | i | i | -0.1 | i | i | i | i | -0.5 | 13.0
CCn1c(Cc2ccccc2)nnc1SCC(=O)Nc1nc(C)cs1 | i | i | i | i | -0.2 | i | i | i | i | -1.4 | 3.4
Cc1ccccc1NC(=O)c1cc(S(=O)(=O)N2CCOCC2)ccc1F | i | i | i | i | 0.2 | i | i | i | i | -1.6 | -4.9
Cc1cc(N2CCN(C(=O)c3ccco3)CC2)n2nc(C)nc2n1 | i | i | i | i | -0.3 | i | i | i | i | -1.1 | 0.0
NC(N)=Nc1nc2cc([N+](=O)[O-])ccc2o1 | i | i | i | i | 0.2 | i | i | i | i | 4.3 | 6.4
